# MOR-DOR inv ag – mu-delta opioid heterodimer inverse agonism; cell-based MOR-DOR heterodimer luminescence; inhibition, % at 9.3 µM; 340,000 compounds, 0.21% hits; AID 504357; in the data active = inhibition above about 22%, passing the limit was not always enough;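 note: 0% = cells with DMSO and 100% = wells without cells with DMSO; values of inactives mirror those of a sister screen read the other way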
# HTR5A ag ctr – activates human HTR5A in OPRM1-OPRD1 agonist counter-screen | HTR5A agonist assay, luminescence, cell-based | activation, % at 9.3 µM | 340,000 compounds, 0.61% hits; in the data active = activation mostly above about 9.5%, no sharp cut-off; inactive = mostly below about 7.6%;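 note: 0% = cells with vehicle only and 100% = reference agonist; strong numbers were not always called active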
# Target sequence (P47898 whole entry, looked up): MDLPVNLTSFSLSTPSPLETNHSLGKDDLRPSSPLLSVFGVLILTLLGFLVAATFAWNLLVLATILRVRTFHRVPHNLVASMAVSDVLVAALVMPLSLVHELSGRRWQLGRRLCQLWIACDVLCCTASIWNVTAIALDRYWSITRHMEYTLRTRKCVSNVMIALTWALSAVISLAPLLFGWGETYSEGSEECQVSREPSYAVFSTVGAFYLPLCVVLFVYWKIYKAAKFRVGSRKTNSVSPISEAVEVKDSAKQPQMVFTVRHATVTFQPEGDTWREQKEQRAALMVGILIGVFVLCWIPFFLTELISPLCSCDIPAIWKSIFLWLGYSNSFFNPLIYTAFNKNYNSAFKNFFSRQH
# V-ATPase pHluor – yeast V-ATPase proton transport regulation by pHLuorin | S. cerevisiae, pHLuorin cytosolic pH fluorescence | response, % at 10 µM | 350,000 compounds, 0.37% hits; in the data active = response mostly above about 7.3%, no sharp cut-off; inactive = mostly below about 5.4%; note: actives read high; inactives centre near 0; some compounds called inactive have numbers as strong as hits; reference of the scale not given here
# cardiac RTF act – increases calcium sensitivity of human cardiac regulated thin filaments; activation, % at 7.2 µM; AID 493008; 340,000 compounds, 0.24% hits; IANBD-labeled TnC RTF fluorescence at EC20 calcium; 0% EC20 calcium, 100% full calcium;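 active = activation above the mean over all tested compounds plus 3 SD, cut at about 30% in these data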;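 note: rise in fluorescence read as greater calcium sensitivity of cardiac thin filaments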
# MOR-DOR ag – OPRM1-OPRD1 heterodimerization agonism; AID 504326; activation, % at 9.3 µM; cells, luminescence; P35372+P41143; 340,000 compounds, 0.3% hits; in the data active = activation above about 18%;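 note: 0% = vehicle-treated cells and 100% = reference agonist; values of inactives mirror those of a sister screen read the other way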
# LANA DNA inh – inhibitors of KSHV LANA C-terminal domain DNA binding; 340,000 compounds, 0.078% hits; inhibition, % at 9 µM; MBP-C-LANA/FAM-LBS DNA binding, fluorescence polarization;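 active = highest replicate inhibition at or above 60% at 9 µM, even if other replicates fall short; inactive = all replicates below 60% inhibition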;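 note: 0% = neutral control wells and 100% = 4 µM acridine orange control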
# Keap1 Nrf2 FP – disrupts human Keap1 binding to Nrf2 peptide; Q14145; Keap1 Kelch-Nrf2 peptide fluorescence polarization, 1536-well; inhibition, % at 9.4 µM; 340,000 compounds, 0.15% hits; in the data active = inhibition above about 12%;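 note: human Keap1 Kelch domain with fluorescein labeled Nrf2 9mer peptide probe; 0% = neutral control wells and 100% = peptide positive control; higher means more block of Keap1 binding to Nrf2 peptide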
# Target sequence (Q14145 whole entry, looked up, the tested form may be a part): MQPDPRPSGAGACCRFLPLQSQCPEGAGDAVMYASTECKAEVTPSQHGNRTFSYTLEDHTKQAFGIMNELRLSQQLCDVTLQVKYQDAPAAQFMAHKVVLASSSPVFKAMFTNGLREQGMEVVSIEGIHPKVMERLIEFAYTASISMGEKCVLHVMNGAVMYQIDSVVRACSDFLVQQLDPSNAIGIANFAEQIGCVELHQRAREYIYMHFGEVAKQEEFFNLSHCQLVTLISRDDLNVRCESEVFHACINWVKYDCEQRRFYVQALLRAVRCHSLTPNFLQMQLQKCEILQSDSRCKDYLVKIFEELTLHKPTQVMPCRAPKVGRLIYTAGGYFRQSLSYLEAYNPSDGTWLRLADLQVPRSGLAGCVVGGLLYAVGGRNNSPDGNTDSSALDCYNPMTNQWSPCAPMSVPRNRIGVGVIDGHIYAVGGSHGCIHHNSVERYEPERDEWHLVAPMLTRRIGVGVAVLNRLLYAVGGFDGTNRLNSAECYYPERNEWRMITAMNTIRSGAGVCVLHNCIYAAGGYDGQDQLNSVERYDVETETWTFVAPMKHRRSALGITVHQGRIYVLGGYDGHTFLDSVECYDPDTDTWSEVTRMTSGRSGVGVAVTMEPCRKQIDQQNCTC
# RTF Ca sens inh – cardiac RTF calcium desensitization; P19429+P45379; IANBD-labeled cardiac RTF, Ca2+ fluorescence; 340,000 compounds, 0.12% hits; inhibition, % at 7.15 µM;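 active = inhibition above the mean inhibition of all tested compounds plus 3 SD, cut at about 17% in these data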;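 note: assay run at fixed EC70 calcium of 1.6 mM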
# CAL PDZ FP – CAL PDZ (human) peptide binding inhibition | Q9HD26 | AID 602252 | 300,000 compounds, 0.92% hits | inhibition, % at 24.9 µM | purified CAL PDZ, TMR-peptide fluorescence polarization, 1 h;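 active = mean inhibition of at least 30% with at least half of replicates also reaching 30%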;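 note: 0% = DMSO neutral control and 100% = excess unlabeled competitor peptide PRC23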
# HTR5A inv ag – HTR5A inverse agonism, opioid heterodimer counter-screen; P47898; HTR5A cell line, luminescence; inhibition, % at 9.3 µM; 340,000 compounds, 0.083% hits; AID 504634; in the data active = inhibition mostly above about 23%, no sharp cut-off; inactive = mostly below about 18%;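 note: 0% = cells with DMSO and 100% = no-cell wells with DMSO; some compounds called inactive have numbers as strong as hits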
# * = called active by the depositor; . = not tested or not shown.
SMILES,MOR-DOR inv ag,HTR5A ag ctr,V-ATPase pHluor,cardiac RTF act,MOR-DOR ag,LANA DNA inh,Keap1 Nrf2 FP,RTF Ca sens inh,CAL PDZ FP,HTR5A inv ag
CC(=O)Nc1ccc(S(=O)(=O)N[C@@H](C)C(=O)N2CCN(c3ccccn3)CC2)cc1,9,1,-2,0,-1.8,-1.3,-1,-1,0,27
O=C(N/N=C/c1ccc[nH]1)c1ccccc1OCc1ccc(F)cc1,7,-5,1,0,-1.5,1.7,-8,-12,.,-20
O=C(CCS(=O)(=O)c1ccc(Br)s1)NC1CCCCCC1,12,4,-1,8,-2.1,-1.2,3,4,-2,6
CCc1cccc(OCC2Cn3c(nc4c3c(=O)n(C)c(=O)n4C)O2)c1 (stereo not drawn),-6,7,2,1,1.2,-1.2,-1,-8,.,-16
CC(C)OCCCNC(=O)C1CCC(=O)N1C(C)C (stereo not drawn),1,3,2,-1,-0.1,0.5,-2,-10,-3,-8
COc1ccc(S(=O)(=O)N2CCCCC2)cc1NC(=O)Cc1cccs1,-7,8,5,-1,1.7,1.0,-7,-10,0,-23
CCc1ccc(NC(=S)NCc2cccnc2)cc1,18,-4,2,0,-3.6,-0.4,-5,-4,5,-5
CONc1nc2nonc2nc1NOC,-2,2,-1,-2,0.3,-0.5,-1,-25,-1,-5
O=C(O)c1ccccc1CSc1nc2ccccc2n1Cc1ccccc1C(=O)O,15,-2,2,0,-3.0,-0.7,5,0,-3,4
COc1cccc(CN(Cc2ccco2)C(c2ccc(F)cc2)c2nnnn2C(C)(C)C)c1 (stereo not drawn),-9,2,4,5,1.4,-1.0,-5,4,-3,8
Cc1cc(C)c(NC(=S)NC(NC(=O)c2ccccc2)C(Cl)(Cl)Cl)c(C)c1 (stereo not drawn),-13,1,-7,-4,2.5,-1.6,-1,1,0,-16
O=C(CN(Cc1ccc(Cl)cc1)C(=O)c1csnn1)NCc1ccccc1,13,-1,-2,-10,-2.4,1.3,-1,-11,-1,-8
COC(=O)[C@H](CC(C)C)NC(=O)c1cc2c(cn1)[nH]c1ccccc12,-13,-1,2,-2,2.7,2.6,-8,0,-3,5
COc1cccc(CNC(=O)CCCc2cn(C)c3ccccc23)c1,-1,2,3,-3,0.2,0.6,-6,-6,-2,-8
CCOc1cc(-c2nc3ccccc3s2)ccc1O,-7,1,4,-2,1.4,0.6,-4,-3,2,-39
Cc1ccnc(NS(=O)(=O)c2cnc(Cl)c(Br)c2)c1,0,4,1,4,0.0,0.5,0,-5,-3,3
CCc1nnc(NC(=O)CN2C(=O)N(C)C3(CCCCC3)C2=O)s1,15,0,-5,-1,-4.0,1.7,-4,2,-1,4
COc1cccc(CNC(=O)c2cc(COc3c(F)cccc3F)on2)c1,-20,-4,-3,9,3.9,0.1,0,1,-3,-54
CCOC(=O)c1c(S(=O)(=O)Nc2cccc(Cl)c2)c(C)n(C)c1C,4,1,9,1,-0.9,-3.0,3,-5,7,-7
C/C(=N\O)C(C)(C)Nc1ccc(F)cc1,-1,0,4,10,0.1,-0.8,-10,-4,-4,-9
Cn1/c(=N/N=C/c2ccccn2)sc2ccccc21,.,.,4,.,.,-0.7,-2,.,1,.
Cc1ccc(NS(=O)(=O)c2ccc(NC(=O)c3cccs3)cc2)cc1,-38,8.3*,0,1,6.7,0.7,-1,-7,-1,-10
CCOc1cc(C2C3=C(CCCC3=O)Nc3nc(C(=O)OC)nn32)ccc1OC (stereo not drawn),7,1,0,0,-1.2,-2.6,-5,-14,-3,11
COc1ccc(NC(=O)CN(c2ccc(C)cc2)S(=O)(=O)c2c(C)nn(C)c2C)cc1OC,12,1,3,5,-2.3,-0.2,-6,-12,-3,-12
COC(=O)Cn1cnc2c(nnn2-c2cccc(OC)c2)c1=O,27,1,1,4,-5.6,-0.2,-2,-7,-1,-5
CCCCNS(=O)(=O)c1ccc(OCC(=O)OC)cc1,1,6,-3,2,-0.2,-0.1,-6,1,-7,-16
COc1ccc(CCNC(=O)CCS(=O)(=O)c2ccc3c(c2)oc(=O)n3C)cc1OC,13,-4,0,1,-2.5,0.2,-4,3,-2,-8
O=C(COc1ccccc1)NNC(=O)c1cc2ccccc2oc1=O,8,4,-3,3,-1.7,3.8,-8,4,4,16
Cc1cc2sc3ccccc3c(=O)c2c(C)c1O,8,-1,1,6,-1.7,0.0,-6,-23,-6,4
NC(=O)CCn1c(=O)oc2ccccc21,8,1,5,4,-1.4,-1.5,0,-1,-2,-14

# Shown with values under each structure: part of the list above.
# Value order – MOR-DOR inv ag | HTR5A ag ctr | V-ATPase pHluor | cardiac RTF act | MOR-DOR ag | LANA DNA inh | Keap1 Nrf2 FP | RTF Ca sens inh | CAL PDZ FP | HTR5A inv ag
- COc1ccc(CCNC(=O)CCS(=O)(=O)c2ccc3c(c2)oc(=O)n3C)cc1OC
→ 13 | -4 | 0 | 1 | -2.5 | 0.2 | -4 | 3 | -2 | -8
- O=C(COc1ccccc1)NNC(=O)c1cc2ccccc2oc1=O
→ 8 | 4 | -3 | 3 | -1.7 | 3.8 | -8 | 4 | 4 | 16

# Next results.
SMILES,MOR-DOR inv ag,HTR5A ag ctr,V-ATPase pHluor,cardiac RTF act,MOR-DOR ag,LANA DNA inh,Keap1 Nrf2 FP,RTF Ca sens inh,CAL PDZ FP,HTR5A inv ag
O=c1[nH]c(CSc2ncnc3sccc23)nc2ccccc12,10,0,-3,-1,-1.7,4.4,3,3,4,0
O=C(c1ccccn1)N1CCCC(N2CCN(Cc3ccc4c(c3)OCO4)CC2)C1 (stereo not drawn),4,-2,4,-2,-0.8,0.8,3,6,-2,-10
Cc1ccc(C)c(N2CCN(S(=O)(=O)c3ccc4[nH]c(=O)c(=O)[nH]c4c3)CC2)c1,6,4,4,0,-1.1,0.6,-1,8,-3,10
C[C@H](CO)N1C[C@H](C)[C@@H](CN(C)S(=O)(=O)c2ccccc2)Oc2ccc(NC(=O)NC3CCCCC3)cc2C1=O,12,0,-2,-1,-2.5,0.0,-1,-8,-5,1
Clc1ccccc1CNc1ncnc2nc[nH]c12,-5,3,-5,-1,0.9,-1.2,4,-10,.,-6
Brc1cc(Br)c2nc(-c3cccs3)ccc2c1,1,1,6,2,-0.2,-1.3,-2,-1,0,16
COc1cc(/C=C(/C#N)C(=O)c2c(C)[nH]c3ccccc23)ccc1OCC#N,14,0,1,-5,-2.7,-0.2,1,-9,-2,3
CN(c1ccc(C(=O)N2CCCCCC2)cc1)S(=O)(=O)c1ccccc1,6,5,-2,9,-1.6,0.3,-3,-10,-3,7
CC(=O)c1cccc(NS(=O)(=O)c2cc3c(cc2C)N(C(C)=O)CCO3)c1,-7,-1,0,0,1.4,-0.5,-2,-2,0,0
Cc1cc(C)c2c(N)c(C(=O)NCC3CCCCC3)sc2n1,18,5,-1,-1,-3.7,-0.8,0,-7,-2,-11
CCOC(=O)c1c(C2CC2)csc1NC(C)=O,-2,0,4,-2,0.3,0.4,3,-2,-2,-15
CCCCc1noc2c1/C(=N\O)CC(c1ccccc1)C2 (stereo not drawn),1,3,2,2,-0.2,-0.6,0,-6,-1,17
COC(=O)CCC(=O)OC1(C)C(=O)C2=CN(CCCOC(C)C)C(c3ccc(OC)cc3)=CC2=C(Br)C1=O (stereo not drawn),-14,0,6,6,2.4,2.8,-6,0,0,3
CSc1ccc(Cl)c(C(=O)Nc2ccc(OCC(N)=O)cc2)c1,3,4,-3,4,-0.5,1.4,3,-3,0,27
CCOc1ccc(Oc2c(/C=N/NC(C)=O)c(C)nn2-c2ccccc2)cc1,-7,-2,2,8,1.3,-0.5,-3,-12,-6,-15
Cc1ccc(Cl)cc1N1CCN(S(=O)(=O)c2cnc[nH]2)CC1,0,3,-3,6,-0.1,-1.1,-7,-6,-6,-8
CCOC(=O)C1CCN(CCC(=O)Nc2cccc(C)c2)CC1,4,3,0,0,-0.8,-1.8,-4,5,-1,-9
CCN(C(=O)c1cccc(S(=O)(=O)N(C)C)c1)C12CC3CC(CC(C3)C1)C2,-12,5,-3,-10,2.7,0.0,1,-3,-2,-19
O=C(NC1CCCCC1)c1cc2nc(-c3ccco3)cc(C(F)(F)F)n2n1,-3,0,-1,2,0.5,-1.5,-5,-6,-2,5
COc1ccc(C)c2sc(N(CCN(C)C)C(=O)/C=C/c3cccs3)nc12,-36,16*,2,0,6.9,-0.6,1,-6,-6,-66
Cc1ccc(-c2cc(C(=O)O)n[nH]2)o1,9,-4,-2,0,-1.8,-1.1,-2,3,-2,3
CC(O)CNc1nc2ccccc2n1CC(=O)NCCc1ccc(Cl)cc1 (stereo not drawn),.,.,-1,5,.,-1.7,-3,-1,-1,.

# Among those listed so far, these have an NH in an aromatic ring.
SMILES,MOR-DOR inv ag,HTR5A ag ctr,V-ATPase pHluor,cardiac RTF act,MOR-DOR ag,LANA DNA inh,Keap1 Nrf2 FP,RTF Ca sens inh,CAL PDZ FP,HTR5A inv ag
O=C(N/N=C/c1ccc[nH]1)c1ccccc1OCc1ccc(F)cc1,7,-5,1,0,-1.5,1.7,-8,-12,.,-20
COC(=O)[C@H](CC(C)C)NC(=O)c1cc2c(cn1)[nH]c1ccccc12,-13,-1,2,-2,2.7,2.6,-8,0,-3,5
O=c1[nH]c(CSc2ncnc3sccc23)nc2ccccc12,10,0,-3,-1,-1.7,4.4,3,3,4,0
Cc1ccc(C)c(N2CCN(S(=O)(=O)c3ccc4[nH]c(=O)c(=O)[nH]c4c3)CC2)c1,6,4,4,0,-1.1,0.6,-1,8,-3,10
Clc1ccccc1CNc1ncnc2nc[nH]c12,-5,3,-5,-1,0.9,-1.2,4,-10,.,-6
COc1cc(/C=C(/C#N)C(=O)c2c(C)[nH]c3ccccc23)ccc1OCC#N,14,0,1,-5,-2.7,-0.2,1,-9,-2,3
Cc1ccc(Cl)cc1N1CCN(S(=O)(=O)c2cnc[nH]2)CC1,0,3,-3,6,-0.1,-1.1,-7,-6,-6,-8
Cc1ccc(-c2cc(C(=O)O)n[nH]2)o1,9,-4,-2,0,-1.8,-1.1,-2,3,-2,3

# Source: PubChem
